Screening data as filed in PubChem.
CCR6 antag: blocks CCL20-driven beta-arrestin recruitment at human CCR6; P51684; CHO-K1 CCR6 PathHunter beta-arrestin, luminescence, CCL20-stimulated; inhibition, % at 20 µM; 0.49% of 340,000 active;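 active = compounds whose inhibition of the agonist-driven luminescence signal at 20 µM reaches about 50%, limit read from the data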;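 also: cells stimulated with CCL20 at 14 nM final; plate controls were DMSO with CCL20 for no effect and DMSO without agonist for full effect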
Target sequence (P51684 whole entry, looked up): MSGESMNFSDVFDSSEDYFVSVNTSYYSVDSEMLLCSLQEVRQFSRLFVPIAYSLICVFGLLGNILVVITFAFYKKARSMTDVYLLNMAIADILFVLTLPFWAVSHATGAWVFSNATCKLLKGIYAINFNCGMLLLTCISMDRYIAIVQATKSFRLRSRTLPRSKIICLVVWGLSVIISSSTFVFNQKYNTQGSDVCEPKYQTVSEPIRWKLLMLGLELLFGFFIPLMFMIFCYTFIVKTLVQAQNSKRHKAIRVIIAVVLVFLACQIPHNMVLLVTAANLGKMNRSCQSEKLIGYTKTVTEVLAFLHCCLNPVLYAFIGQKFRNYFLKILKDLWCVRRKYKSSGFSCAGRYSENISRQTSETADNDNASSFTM
A3G deaminase: inhibitors of human APOBEC3G DNA deaminase; Q9HC16; recombinant A3G, ssDNA deamination FAM/TAMRA fluorescence; inhibition, % at 20 µM; 0.28% of 330,000 active; AID 493012;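 active = inhibition of at least 40% at 20 µM, with no more than 30% in the related APOBEC3A deaminase screen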;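 also: plate controls were DMSO wells with A3G for no effect and wells lacking A3G enzyme for full effect; some compounds called inactive have numbers as strong as hits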
MPTP block: blocks calcium-induced mitochondrial swelling. isolated mouse mitochondria, Ca2+ swelling absorbance, 30 min. inhibition, % at 10 µM. 1.4% of 360,000 active. AID 602449;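 active = inhibition of 50% or more, scaled per plate between neutral and stimulator controls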;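 also: 0% = DMSO wells given calcium and 100% = 1 mM EGTA wells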
Gli-Sufu antag: antagonists of Gli-Sufu signaling | Sufu-KO-LIGHT fibroblasts, Gli luciferase reporter luminescence | inhibition, % at 5 µM | 0.74% of 340,000 active | AID 588413;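 active = inhibition above about 55%, limit read from the data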;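 also: 0% = DMSO-treated cells and 100% = wells with medium but no cells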
NR3A LBD binder: modulators (binders) of human NR3A ligand-binding domain. NR3A LBD differential scanning fluorimetry, Tm shift; 0% = protein alone, 100% = glycine-bound protein. Tm shift relative to glycine control, % at 25 µM. 2.5% of 340,000 active;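 active = melting temperature shift of at least 10% of the positive control shift, at one fixed dose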
EBI2 block: EBI2 (human) antagonism; P32249; EBI2 beta-arrestin recruitment, luminescence, 7a,25-OHC stimulated; inhibition, % at 5 µM; 0.81% of 360,000 active; in the data active = inhibition above about 38%;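 also: enzyme fragment complementation signal reports receptor beta-arrestin coupling in cells; 0% = agonist plus DMSO wells and 100% = wells without agonist; some results beyond the cut were filed as inactive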
Target sequence (P32249 whole entry, looked up, the tested form may be a part): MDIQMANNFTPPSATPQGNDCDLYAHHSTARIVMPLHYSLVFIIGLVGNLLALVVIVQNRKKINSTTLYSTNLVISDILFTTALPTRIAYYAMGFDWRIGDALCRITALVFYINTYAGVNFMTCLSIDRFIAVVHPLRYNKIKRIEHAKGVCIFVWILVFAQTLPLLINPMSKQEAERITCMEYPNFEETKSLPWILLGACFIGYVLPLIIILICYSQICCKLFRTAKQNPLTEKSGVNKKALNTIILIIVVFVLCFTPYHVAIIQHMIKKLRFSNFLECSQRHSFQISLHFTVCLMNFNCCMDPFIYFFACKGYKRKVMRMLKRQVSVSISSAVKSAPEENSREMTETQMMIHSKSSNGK
A3A deaminase: human APOBEC3A DNA deaminase inhibition. P31941. recombinant A3A, FAM/TAMRA ssDNA deamination fluorescence. inhibition, % at 20 µM. 0.41% of 330,000 active;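 active = at least 40% inhibition at 20 µM here, with at most 30% in a related deaminase screen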;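 also: plate controls were A3A with DMSO for no effect and wells lacking A3A enzyme for full effect; some results filed as inactive read as strong as hits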
CXCR6 inh: inhibitors of human CXCR6 receptor; 0.36% of 360,000 active; O00574; CHO-K1 PathHunter CXCR6 beta-arrestin, luminescence; inhibition, % at 20 µM; in the data active = inhibition above about 34%, passing the limit was not always enough;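 also: antagonist mode with CXCL16 agonist at 10 nM final; 0% = 10 nM CXCL16 with DMSO and 100% = unstimulated wells without agonist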
Target sequence (O00574 whole entry, looked up): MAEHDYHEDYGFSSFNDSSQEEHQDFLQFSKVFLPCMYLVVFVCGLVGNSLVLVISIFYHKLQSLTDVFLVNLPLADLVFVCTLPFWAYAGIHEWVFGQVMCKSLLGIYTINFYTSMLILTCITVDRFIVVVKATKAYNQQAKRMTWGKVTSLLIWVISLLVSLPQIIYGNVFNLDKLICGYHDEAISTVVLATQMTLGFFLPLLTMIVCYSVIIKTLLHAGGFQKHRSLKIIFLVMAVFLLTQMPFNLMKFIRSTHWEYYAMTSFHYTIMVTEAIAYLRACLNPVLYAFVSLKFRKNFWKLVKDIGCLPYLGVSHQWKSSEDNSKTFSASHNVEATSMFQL
Active calls of the source: *; . = no result given.

A first look:
SMILES | CCR6 antag | A3G deaminase | MPTP block | Gli-Sufu antag | NR3A LBD binder | EBI2 block | A3A deaminase | CXCR6 inh
CC(C)Sc1nnc([C@H](C)NC(=O)OC(C)(C)C)o1 | -1 | -2 | 1.0 | -8 | -1 | 3 | 0 | -8
CCC(C)NC(=O)c1ccccc1NC(=O)CN(c1cc(C)ccc1OC)S(C)(=O)=O (centres undefined) | -12 | -5 | -0.1 | 0 | -2 | 2 | 0 | 1
CC(C)Oc1ccc(C(CC(=O)O)Cc2ccccc2)cc1 (centres undefined) | 4 | -6 | -1.4 | 8 | 0 | -5 | -3 | -9
C/C(=C\C(=O)c1ccccc1)NCc1ccc(F)cc1 | 12 | 0 | 0.3 | -27 | -1 | 9 | 0 | 3

The list itself, previewed entries included:
SMILES | CCR6 antag | A3G deaminase | MPTP block | Gli-Sufu antag | NR3A LBD binder | EBI2 block | A3A deaminase | CXCR6 inh
CC(C)Sc1nnc([C@H](C)NC(=O)OC(C)(C)C)o1 | -1 | -2 | 1.0 | -8 | -1 | 3 | 0 | -8
CCC(C)NC(=O)c1ccccc1NC(=O)CN(c1cc(C)ccc1OC)S(C)(=O)=O (centres undefined) | -12 | -5 | -0.1 | 0 | -2 | 2 | 0 | 1
CC(C)Oc1ccc(C(CC(=O)O)Cc2ccccc2)cc1 (centres undefined) | 4 | -6 | -1.4 | 8 | 0 | -5 | -3 | -9
C/C(=C\C(=O)c1ccccc1)NCc1ccc(F)cc1 | 12 | 0 | 0.3 | -27 | -1 | 9 | 0 | 3
CC(=O)N1CCc2cc(S(=O)(=O)CCC(=O)Nc3ccccc3F)ccc21 | 2 | -4 | -0.8 | 0 | -2 | -1 | 1 | 6
COC(=O)C1=C(C)OC(N)=C(C#N)C1c1cc(OC)ccc1OC (centres undefined) | -2 | -2 | -0.9 | 1 | 0 | -22 | -1 | -3
COC(=O)CC1(c2ccccc2)C(=O)c2ccccc2C1=O | 4 | 0 | -3.4 | -2 | 2 | -11 | 9 | -14
CC(C)N(C(=O)NC(=O)Nc1ccc(S(=O)(=O)N2CCCC2)cc1)S(C)(=O)=O | 9 | -6 | -0.1 | -9 | -2 | -1 | -1 | -8
O=C(NCc1ccccc1)C1CCC(=O)N(CCN2CCOCC2)C1 (centres undefined) | 5 | -7 | -0.1 | 48 | 0 | -4 | -5 | -4
O=C(CCN1C(=O)COc2ccccc21)NCCN1CCc2ccccc2C1 | -9 | 3 | -1.7 | 2 | -1 | -6 | 3 | 8
COc1ccc(C)cc1NC(=O)C1CCCN1S(=O)(=O)c1ccc2c(c1)CCC(=O)N2 (centres undefined) | -1 | 1 | -1.4 | -2 | -4 | -3 | 0 | -6
O=C(COC(=O)/C=C/c1ccccc1[N+](=O)[O-])NC1CCS(=O)(=O)C1 (centres undefined) | -5 | -3 | -0.7 | 6 | 1 | -9 | 5 | 2
N/C(COc1ccc(C(=O)O)cc1)=N\O | 18 | -5 | 0.4 | -5 | 0 | -2 | -3 | -5
CC(CCc1ccccn1)(CCc1ccccn1)C(=O)c1ccccc1 | 14 | . | 2.4 | -1 | 0 | 0 | . | -3
Cc1ccc(N(CC(=O)NCc2ccco2)C(=O)CNS(=O)(=O)c2ccccc2)c(C)c1 | 17 | -14 | 0.7 | 7 | 1 | 5 | -8 | 2
COc1ccc2nc(Nc3nc(C)c(CCC(C)C)c(=O)[nH]3)nc(C)c2c1 | 4 | -2 | -1.0 | 12 | -4 | 36 | -2 | -2
Cc1ccc(C2c3sc(=O)[nH]c3SC3C(=O)NC(=O)C32)cc1 (centres undefined) | 7 | -3 | -1.6 | 1 | -2 | -6 | 0 | 13
Cc1cc(C)nc(NC(N)=NC2CCCCC2)n1 | 8 | -5 | 1.7 | 10 | 2 | -9 | -5 | 1
Cc1cc(C)c(C)c(S(=O)(=O)NC2CCN(Cc3ccccc3)CC2)c1C | -9 | -4 | -0.9 | 29 | 2 | -1 | -1 | -1
Cc1ccc(Cl)cc1N(CC(=O)NC1CCCC1)C(=O)c1csnn1 | -2 | -7 | -2.6 | 4 | 1 | -1 | -1 | 2
Cc1ccc(NC(=O)CN(C)C(=O)c2cccc(S(=O)(=O)N3CCCC3)c2)cc1 | -8 | -9 | -0.8 | -4 | -2 | -1 | -4 | 6
COc1ccc(/C=N/n2c(=O)[nH]c3c([nH]c4ccc(Cl)cc43)c2=O)cc1CN1CCCCC1 | 15 | -3 | -2.9 | -7 | 2 | -4 | 0 | 8
CCCC(=O)NC(C)c1nc2ccccc2n1C(C)C (centres undefined) | -2 | -9 | -3.5 | -7 | 2 | -7 | -2 | 4
CCc1ccc(N2CN(Cc3cccnc3)CNC2=S)cc1 | 7 | -4 | 0.7 | 4 | 2 | -2 | -3 | 6
Cn1nc(C(=O)Nc2ccccc2)c2c1-c1ccccc1S(=O)(=O)C2 | 21 | -6 | -0.7 | -5 | -35 | -9 | -3 | -9
Cn1cccc1-c1nc2ccc(NC(=O)c3ccccc3)cc2[nH]1 | 1 | -4 | 1.1 | -15 | 5 | -3 | -1 | -18
CCCCN(C(=O)c1oc2ccc(OCC)cc2c1C)c1c(N)n(CC(C)C)c(=O)[nH]c1=O | -5 | -1 | -1.0 | -6 | -1 | -4 | 1 | -2
O=C(CSc1ncnc2c1sc1ccccc12)Nc1ccc(Br)cc1 | 10 | -8 | 54* | 0 | 1 | 3 | 0 | 9
Cc1cccc2sc(N(CCCN(C)C)C(=O)c3ccc(Cl)s3)nc12 | 7 | -2 | 2.6 | -3 | 2 | 3 | 1 | -3
Cc1ccc(NC(=O)Cn2nc(C(=O)O)c3ccccc3c2=O)c([N+](=O)[O-])c1 | 17 | -6 | -3.2 | 3 | 1 | -5 | 2 | 6
Cc1cc(C)c(S(=O)(=O)N2CCN=C2c2ccccc2)c(C)c1 | -6 | -6 | -0.9 | -6 | -2 | -4 | 2 | -8
COc1ccc(Cc2nnc(NS(=O)(=O)c3ccccc3)s2)cc1 | 14 | -7 | -1.3 | -5 | 9 | -11 | 2 | 7
CCc1ccc(OCC(=O)N2CC(C(=O)OC)Oc3ccccc32)cc1 (centres undefined) | 18 | -6 | 1.4 | 6 | 1 | 0 | -1 | 3
CCN(CC)CCCC(C)NC(=O)c1cccc(S(=O)(=O)N2CCc3ccccc32)c1 (centres undefined) | -8 | -6 | -1.1 | -2 | -2 | -10 | -1 | 4
CCC(C)[C@H](NC(=O)N1CC(=O)Nc2ccccc21)C(=O)N1CCC[C@@H]1C(=O)O (some centres undefined) | -6 | 4 | -1.4 | 2 | -2 | 3 | 0 | 1
O=C(Nc1nccs1)C1CCCN(S(=O)(=O)c2cccc3cccnc23)C1 (centres undefined) | 1 | -6 | -2.1 | 0 | -3 | -8 | -1 | -2
CN(C)C(CNC(=O)c1ccc2nc[nH]c2c1)c1ccccc1 (centres undefined) | -2 | -2 | 2.4 | -1 | 0 | -3 | 0 | 1
S=c1[nH]nc(-c2ccncc2)n1/N=C/C=C/c1ccccc1 | 4 | 63* | 2.3 | -5 | 1 | 18 | -5 | 5
COc1ccc(CCNC(=O)c2cc(C(=O)c3cc(Cl)ccc3O)cn(CCc3ccc(OC)cc3)c2=O)cc1 | 3 | -5 | 30 | 10 | -1 | 5 | -1 | -4
c1ccc2oc(-c3[nH]ncc3CN(Cc3ccncc3)CC3CCCO3)cc2c1 (centres undefined) | -13 | -8 | 1.6 | 13 | -2 | -6 | 1 | -1
COc1ccc(N2C(=O)CC(c3ccccc3)C2=O)cc1 (centres undefined) | 4 | 2 | 1.9 | 12 | 2 | 4 | 0 | -5
COc1ccc(NC2CCCN(C(=O)c3ccc(C)nc3)C2)cc1 (centres undefined) | 9 | -7 | -1.2 | -1 | 3 | -3 | -5 | 4
COc1cccc(C(=O)C2CCCN(Cc3cccn3-c3cccnc3)C2)c1 (centres undefined) | 12 | -3 | 1.8 | 25 | -2 | -1 | 1 | 3
Cc1cc(C2=NNC(=NCCc3ccccc3)SC2)c(C)n1CC1CCCO1 (centres undefined) | 2 | -5 | 1.4 | 10 | -1 | 8 | 0 | 14
CC1CCCCC12NC(=O)N(CC(=O)OCc1c(F)cccc1Cl)C2=O (centres undefined) | 8 | -9 | 1.5 | 6 | 1 | 5 | -3 | -4
NC(=O)CC(NC(=O)Cc1cccc2ccccc12)c1ccc(NCc2cc(F)ccc2F)c([N+](=O)[O-])c1 (centres undefined) | 12 | -5 | -2.9 | 6 | -39 | 2 | 3 | 10
CCOC(=O)c1c(NC(=O)Cn2nc(C(F)(F)F)cc2C)sc(C)c1C | -1 | -6 | 20 | -13 | -1 | -12 | 45* | -13
Cc1ccc(-c2cc(-c3ccccc3)nc(Cl)n2)cc1 | -2 | -5 | 4.4 | -7 | -28 | -20 | -2 | -3
COc1cc(C2=NOC(C(=O)NCc3cccnc3)C2)cc(OC)c1OC (centres undefined) | 8 | -6 | 0.7 | 21 | -3 | 0 | -5 | -2
CC(C)(C)c1ccc(CNc2ccc([N+](=O)[O-])cn2)cc1 | 18 | . | 56* | -33 | -11 | 4 | . | -3
COc1cc(C#Cc2c(-c3cncn3C)n(C)c3ccc(-c4ccc(OC)nc4)cc23)cc(OC)c1 | -15 | -11 | 3.1 | 21 | -8 | -1 | -4 | -4
C[C@H](CO)N1C[C@H](C)[C@@H](CN(C)CC2CCCCC2)Oc2c(NC(=O)CCC(F)(F)F)cccc2C1=O | -2 | -6 | -1.8 | 13 | -18 | -6 | -3 | 1
CN(CC(=O)Nc1ccccc1Cl)C(=O)C1CSC2(C)CCC(=O)N12 (centres undefined) | -1 | -8 | -0.8 | -3 | 0 | -9 | 0 | -1
O=C(CCc1nc2ccccc2c(=O)[nH]1)NNC(=O)c1cccc(Cl)c1 | 0 | -10 | -1.0 | 28 | -2 | 1 | -2 | 7
COc1cccc(NC2=NCC(=O)N2Cc2cccs2)c1 | 14 | -2 | 0.0 | 5 | -2 | 0 | -3 | 5
Cc1ccccc1-n1c(SC(C)C(=O)N2CCN(C)CC2)nc2ccccc2c1=O (centres undefined) | 14 | -9 | -1.3 | 10 | 0 | 8 | -6 | 1
CCOc1ccc(NC(=O)C(=O)NCC2CCCN2CC)cc1 (centres undefined) | -3 | -3 | -0.4 | -17 | 0 | 3 | -1 | -1
O=C(C1=C(O)C(=O)N(Cc2ccco2)C1c1cccc([N+](=O)[O-])c1)c1ccco1 (centres undefined) | 4 | -9 | -1.8 | -6 | 1 | -12 | -1 | 5
CCOC(=O)c1c(C)[nH]c(C(=O)CN2CC(C)OC(C)C2)c1C (centres undefined) | -2 | -6 | -0.3 | 0 | -1 | 0 | 2 | -2
N/C(=N\OC(=O)c1ccoc1)c1ccc(Br)cc1 | -35 | -5 | 0.0 | -86 | -6 | -5 | 0 | -13
Later entries:
SMILES | CCR6 antag | A3G deaminase | MPTP block | Gli-Sufu antag | NR3A LBD binder | EBI2 block | A3A deaminase | CXCR6 inh
Cc1cc(C)n(-c2ccc(C(=O)OCC(=O)c3ccc(Br)s3)cc2)n1 | 17 | 0 | 0.6 | -10 | 0 | 2 | 1 | 0
O=C1CSC(c2cccc([N+](=O)[O-])c2)N1c1ccccc1F (centres undefined) | 0 | -4 | 1.0 | 5 | -2 | 4 | 0 | -7
CONC(=O)C1CCN(C(=O)OCc2ccccc2)CC1 | 6 | -5 | -1.1 | -32 | 1 | -1 | 0 | 8
CCOc1ccc(NC(=S)Nc2ccccc2C2CC2)cc1 | 8 | -7 | 2.6 | -3 | -17 | 60* | -3 | -2
O=C(NCCOC(=O)c1ccncc1)c1ccccc1 | 10 | -6 | 1.7 | -9 | 0 | -4 | -3 | -5
CCn1c(SCc2ccc([N+](=O)[O-])cc2)nnc1C(C)NC(=O)c1ccccc1Br (centres undefined) | -1 | -3 | 0.2 | -1 | -1 | -2 | -4 | -1
Cc1ccc(C)c(OCCC(=O)OCC(=O)N2CCN(S(=O)(=O)c3ccc(Cl)cc3)CC2)c1 | 19 | 1 | -4.0 | -1 | -1 | 3 | 1 | -10

Rows are unselected (roughly 5.8% active in at least one column).
